TcdB GH inh: blocks C. difficile toxin B glycohydrolase activity; P18177; TcdB glycohydrolase enzymatic assay, plate reader; inhibition, % at 9.99 µM; 350,000 tested, 0.24% active; AID 652162; in the data active = inhibition above about 10%
Target sequence (P18177 whole entry, looked up): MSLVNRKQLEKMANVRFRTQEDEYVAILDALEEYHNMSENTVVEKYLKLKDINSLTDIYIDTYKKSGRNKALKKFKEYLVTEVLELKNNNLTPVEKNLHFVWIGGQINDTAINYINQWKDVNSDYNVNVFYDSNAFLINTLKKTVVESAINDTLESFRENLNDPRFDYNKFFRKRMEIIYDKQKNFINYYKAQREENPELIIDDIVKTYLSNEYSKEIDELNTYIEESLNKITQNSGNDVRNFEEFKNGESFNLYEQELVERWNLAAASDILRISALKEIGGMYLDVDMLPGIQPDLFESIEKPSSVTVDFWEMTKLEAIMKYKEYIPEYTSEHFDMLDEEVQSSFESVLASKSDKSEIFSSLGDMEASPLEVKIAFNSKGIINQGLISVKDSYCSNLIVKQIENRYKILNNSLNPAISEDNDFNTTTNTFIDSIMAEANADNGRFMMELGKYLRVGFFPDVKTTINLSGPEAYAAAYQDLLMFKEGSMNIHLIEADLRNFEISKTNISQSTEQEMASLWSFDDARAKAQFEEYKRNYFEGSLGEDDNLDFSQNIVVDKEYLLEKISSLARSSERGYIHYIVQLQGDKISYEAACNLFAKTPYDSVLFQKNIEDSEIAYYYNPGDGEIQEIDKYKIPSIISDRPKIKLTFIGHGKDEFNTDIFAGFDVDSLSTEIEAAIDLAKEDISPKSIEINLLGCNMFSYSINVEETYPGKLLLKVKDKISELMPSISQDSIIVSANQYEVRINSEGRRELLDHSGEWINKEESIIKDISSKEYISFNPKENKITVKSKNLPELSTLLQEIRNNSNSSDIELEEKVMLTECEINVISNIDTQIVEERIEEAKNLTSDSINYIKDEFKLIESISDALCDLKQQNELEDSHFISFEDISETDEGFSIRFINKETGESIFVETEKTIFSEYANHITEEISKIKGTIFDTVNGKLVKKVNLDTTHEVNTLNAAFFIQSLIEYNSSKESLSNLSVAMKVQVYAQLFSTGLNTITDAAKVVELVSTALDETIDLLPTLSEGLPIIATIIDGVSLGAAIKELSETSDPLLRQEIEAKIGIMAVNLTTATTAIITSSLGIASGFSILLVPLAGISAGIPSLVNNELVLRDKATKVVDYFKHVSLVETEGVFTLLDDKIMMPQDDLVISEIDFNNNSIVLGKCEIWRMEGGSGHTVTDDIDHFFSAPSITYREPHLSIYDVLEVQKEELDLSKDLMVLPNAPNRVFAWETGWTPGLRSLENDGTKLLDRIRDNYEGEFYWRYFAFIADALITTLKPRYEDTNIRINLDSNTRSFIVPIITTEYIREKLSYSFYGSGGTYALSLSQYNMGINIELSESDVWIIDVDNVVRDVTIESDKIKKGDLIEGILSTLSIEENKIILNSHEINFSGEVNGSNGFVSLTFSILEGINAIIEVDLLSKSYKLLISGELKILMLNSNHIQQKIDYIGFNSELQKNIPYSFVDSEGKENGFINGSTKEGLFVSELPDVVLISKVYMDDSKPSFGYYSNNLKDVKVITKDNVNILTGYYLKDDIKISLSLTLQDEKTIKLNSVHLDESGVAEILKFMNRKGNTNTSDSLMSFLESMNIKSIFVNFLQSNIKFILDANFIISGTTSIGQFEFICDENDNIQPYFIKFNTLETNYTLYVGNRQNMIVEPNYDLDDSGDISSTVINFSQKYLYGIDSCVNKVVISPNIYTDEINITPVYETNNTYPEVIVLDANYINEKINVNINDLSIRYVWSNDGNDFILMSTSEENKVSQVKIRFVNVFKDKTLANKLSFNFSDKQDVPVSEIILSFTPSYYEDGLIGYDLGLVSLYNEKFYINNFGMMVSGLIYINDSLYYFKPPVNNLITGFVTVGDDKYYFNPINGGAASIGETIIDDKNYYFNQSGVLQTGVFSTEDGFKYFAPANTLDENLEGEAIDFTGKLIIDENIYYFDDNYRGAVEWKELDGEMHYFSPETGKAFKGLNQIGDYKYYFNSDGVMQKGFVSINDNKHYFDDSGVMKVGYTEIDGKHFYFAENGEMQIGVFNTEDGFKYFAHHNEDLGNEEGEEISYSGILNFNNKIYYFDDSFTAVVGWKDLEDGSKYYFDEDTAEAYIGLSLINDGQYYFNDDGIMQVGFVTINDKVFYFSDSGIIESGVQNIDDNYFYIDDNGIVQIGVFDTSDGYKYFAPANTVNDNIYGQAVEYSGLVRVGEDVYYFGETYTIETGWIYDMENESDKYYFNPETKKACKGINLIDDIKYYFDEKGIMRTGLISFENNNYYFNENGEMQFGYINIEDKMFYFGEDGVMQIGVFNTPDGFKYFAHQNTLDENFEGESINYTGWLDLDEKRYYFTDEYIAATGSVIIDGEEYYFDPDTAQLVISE
* = called active by the depositor; & = joins results of further samples.

SMILES	TcdB GH inh
Cc1ccc(S(=O)(=O)N[C@H]2CC[C@@H](CCn3cc(-c4cccc(F)c4)nn3)O[C@@H]2CO)cc1	0.4
COCC(=O)N1CCCCN2[C@H](CO)[C@@H](c3ccc(-c4ccc(F)cc4)cc3)[C@H]2C1	-0.1
COCCNC(=O)C[C@@H]1CC[C@H]2[C@H](COc3ccc(NC(=O)c4cnccn4)cc3C(=O)N2C)O1	-0.3
C[C@H](CO)N1C[C@H](C)[C@H](CN(C)S(=O)(=O)c2ccc(F)cc2)Oc2ccc(NC(=O)Nc3ccc4c(c3)OCO4)cc2C1=O	-0.3
OC[C@H]1[C@@H](c2ccccc2)C2(CN(CCC(F)(F)F)C2)N1Cc1ccncc1	0.4
COc1ccc(CNC(=O)C[C@H]2CC[C@H](NS(=O)(=O)c3cccc(OC)c3)[C@@H](CO)O2)cc1	1.0
O=C(C[C@@H]1CC[C@@H]2[C@H](COC[C@@H](O)CN2Cc2nccs2)O1)NCc1ccc(Cl)cc1	-0.5
COc1ccc(CNC(=O)N(C)C[C@@H]2OCc3ccccc3-c3c(n(C)c4ccccc34)C(=O)N([C@H](C)CO)C[C@@H]2C)cc1	-1.3
COCC(=O)Nc1ccc2c(c1)C(=O)N(C)C[C@@H](OC)[C@@H](C)CN(C)[C@@H](C)CO2	0.3
CO[C@@H]1CN(C)C(=O)c2ccc(NC(C)=O)cc2OC[C@@H](C)N(C(=O)C2CCC2)C[C@@H]1C	-1.2
C[C@H](CO)N1C[C@H](C)[C@@H](CN(C)C)OCCCC[C@H](C)Oc2ccc(NS(=O)(=O)c3ccc(Cl)cc3)cc2C1=O	1.3
CN(C)C(=O)c1ccc(-c2ccccc2[C@@H]2[C@@H](C#N)N(C(=O)C3CCCC3)[C@@H]2CO)cc1	0.2
CCNC(=O)[C@H]1[C@H](CO)[C@H]2Cn3c(ccc(C4=CCCC4)c3=O)[C@H]2N1CC1CC1	-0.7
CC(=O)N1[C@@H]2Cn3c(ccc(/C=C/c4ccccc4)c3=O)[C@H]1[C@@H](C(=O)N(C)C)[C@@H]2CO	1.2
CN(C)CC#Cc1ccc([C@H]2[C@@H](CO)N3C(=O)CN(C(=O)c4cccnc4)C[C@@H]23)cc1	-0.6
C[C@@H]1CN([C@@H](C)CO)C(=O)c2cccc(NS(=O)(=O)c3ccc(Cl)cc3)c2O[C@H]1CN(C)C	0.3
C[C@H]1CN([C@@H](C)CO)C(=O)c2cc(-c3cccc(C#N)c3)cnc2O[C@@H]1CN(C)C(=O)C1CCOCC1	0.0
COc1ccccc1C#Cc1ccc2c(c1)[C@H]1[C@H](CCN1C(=O)c1ccc(F)cc1)[C@H](CO)N2	-1.5
CCC(=O)N(C)C[C@@H]1[C@H](c2ccc(-c3cccnc3)cc2)[C@H](CO)N1C(C)=O	-0.2
CNC[C@H]1Oc2cc(C#CCN(C)C)ccc2S(=O)(=O)N([C@@H](C)CO)C[C@H]1C	0.4

For convenience, some entries already given:
SMILES	TcdB GH inh
COc1ccc(CNC(=O)C[C@H]2CC[C@H](NS(=O)(=O)c3cccc(OC)c3)[C@@H](CO)O2)cc1	1.0
O=C(C[C@@H]1CC[C@@H]2[C@H](COC[C@@H](O)CN2Cc2nccs2)O1)NCc1ccc(Cl)cc1	-0.5
COc1ccc(CNC(=O)N(C)C[C@@H]2OCc3ccccc3-c3c(n(C)c4ccccc34)C(=O)N([C@H](C)CO)C[C@@H]2C)cc1	-1.3
COCC(=O)Nc1ccc2c(c1)C(=O)N(C)C[C@@H](OC)[C@@H](C)CN(C)[C@@H](C)CO2	0.3
CO[C@@H]1CN(C)C(=O)c2ccc(NC(C)=O)cc2OC[C@@H](C)N(C(=O)C2CCC2)C[C@@H]1C	-1.2
C[C@H](CO)N1C[C@H](C)[C@@H](CN(C)C)OCCCC[C@H](C)Oc2ccc(NS(=O)(=O)c3ccc(Cl)cc3)cc2C1=O	1.3
CN(C)C(=O)c1ccc(-c2ccccc2[C@@H]2[C@@H](C#N)N(C(=O)C3CCCC3)[C@@H]2CO)cc1	0.2
CCNC(=O)[C@H]1[C@H](CO)[C@H]2Cn3c(ccc(C4=CCCC4)c3=O)[C@H]2N1CC1CC1	-0.7
CC(=O)N1[C@@H]2Cn3c(ccc(/C=C/c4ccccc4)c3=O)[C@H]1[C@@H](C(=O)N(C)C)[C@@H]2CO	1.2
CN(C)CC#Cc1ccc([C@H]2[C@@H](CO)N3C(=O)CN(C(=O)c4cccnc4)C[C@@H]23)cc1	-0.6
C[C@@H]1CN([C@@H](C)CO)C(=O)c2cccc(NS(=O)(=O)c3ccc(Cl)cc3)c2O[C@H]1CN(C)C	0.3
C[C@H]1CN([C@@H](C)CO)C(=O)c2cc(-c3cccc(C#N)c3)cnc2O[C@@H]1CN(C)C(=O)C1CCOCC1	0.0

Other compounds
SMILES	TcdB GH inh
COc1cccc(-c2ccc(C3[C@@H]4CN(C(=O)C5CC5)C[C@H]3N4)cc2)c1 (stereo partly specified)	-5.4&-5.5
Cc1noc(C)c1S(=O)(=O)N(C)C[C@H]1OCc2ccccc2-c2ccccc2C(=O)N([C@H](C)CO)C[C@H]1C	-1.0
C[C@@H]1CCCCO[C@@H](CN(C)C(=O)Nc2ccc(F)cc2)[C@@H](C)CN([C@@H](C)CO)C(=O)c2cc(NC(=O)Nc3cccc4ccccc34)ccc2O1	-0.7
CCC(=O)N(C)C[C@H]1Oc2cc(-c3cccc(C#N)c3)ccc2S(=O)(=O)N([C@H](C)CO)C[C@H]1C	-0.1
O=C(C[C@H]1C=C[C@H](NC(=O)c2ccncc2)[C@H](CO)O1)NCCc1ccncc1	-0.3
COc1ccc(NC(=O)N(C)C[C@H]2OCCCC[C@@H](C)Oc3ccc(NS(C)(=O)=O)cc3C(=O)N([C@@H](C)CO)C[C@H]2C)cc1	-0.3
C[C@H]1CN([C@@H](C)CO)C(=O)c2c(c3ccccc3n2C)-c2ccccc2CO[C@@H]1CN(C)Cc1ccc(O)cc1	1.2
CC(C)NC(=O)N(C)C[C@H]1OCCCC[C@@H](C)Oc2ccc(NC(=O)CCCN(C)C)cc2C(=O)N([C@@H](C)CO)C[C@@H]1C	1.7
C[C@@H]1CCCCO[C@@H](CN(C)S(=O)(=O)c2cccs2)[C@@H](C)CN([C@@H](C)CO)C(=O)c2cc(NS(=O)(=O)c3ccc(F)cc3)ccc2O1	-0.7
COc1ccc(NC(=O)N(C)C[C@H]2Oc3ncc(C4=CCCC4)cc3C(=O)N([C@H](C)CO)C[C@@H]2C)cc1	-1.8
O=C(C[C@H]1CC[C@@H]2[C@H](COC[C@H](O)CN2C(=O)c2ccccc2F)O1)NCc1ccc(-c2ccccc2)cc1	-2.8
Cc1ccccc1-c1ccc([C@@H]2[C@@H](CO)N3C(=O)CN(C(=O)Nc4ccc(F)cc4)C[C@@H]23)cc1	0.2
CNC[C@@H]1Oc2cc(-c3cccc(C(=O)N(C)C)c3)ccc2S(=O)(=O)N([C@H](C)CO)C[C@H]1C	1.8
COc1ccccc1C#Cc1ccc2c(c1)[C@@H]1[C@@H](CCN1S(=O)(=O)c1cccc(C)c1)[C@H](CO)N2	-0.9
CCCNC(=O)Nc1ccc2c(c1)OC[C@H](C)N(CC1CCCC1)C[C@H](C)[C@H](OC)CN(C)C2=O	-1.0
CCC(=O)NC[C@@H]1[C@H](c2ccc(-c3cccc(F)c3)cc2)[C@H](CO)N1C(=O)CC	0.3
C[C@@H](NC(=O)C[C@@H]1C=C[C@H](NC(=O)C2CCOCC2)[C@@H](CO)O1)c1ccccc1	-0.7
CCCNC(=O)N(C)C[C@H]1Oc2ncc(-c3ccccc3)cc2C(=O)N([C@@H](C)CO)C[C@@H]1C	1.0
C[C@@H]1CN([C@H](C)CO)C(=O)CCCn2nncc2CO[C@@H]1CN(C)C(=O)Nc1ccc(C(F)(F)F)cc1	1.6
CO[C@H]1CN(C)C(=O)c2ccc(NS(C)(=O)=O)cc2OC[C@H](C)N(Cc2cccnc2)C[C@@H]1C	-0.4
C[C@@H]1CN([C@@H](C)CO)S(=O)(=O)c2ccc(C#Cc3ccccn3)cc2O[C@@H]1CN(C)CC1CC1	1.2
CS(=O)(=O)Nc1ccc2c(c1)[C@H]1C[C@@H](CC(=O)O)O[C@@H](CO)[C@H]1O2	-1.4
COCC(=O)N(C)C[C@@H]1Oc2ncc(-c3ccccc3OC)cc2C(=O)N([C@H](C)CO)C[C@@H]1C	-3.3
O=C(C[C@H]1C[C@H]2c3cc(NC(=O)C4CCC4)ccc3O[C@H]2[C@@H](CO)O1)NCc1ccccc1F	-0.7
C[C@@H]1CN([C@@H](C)CO)C(=O)Cc2cc(NC(=O)NC3CCCCC3)ccc2O[C@H]1CN(C)S(C)(=O)=O	-0.2
COc1ccc(NC(=O)N(C)C[C@H]2OCCCC[C@@H](C)Oc3ccc(NC(=O)C4CCCCC4)cc3C(=O)N([C@@H](C)CO)C[C@H]2C)cc1	-0.5
COc1ccccc1C#Cc1ccc2c(c1)[C@H]1[C@H](CCN1C(=O)c1ccccc1)[C@H](CO)N2	-0.1
O=C(NC1CCCC1)N1CC(=O)N2[C@H](CO)[C@@H](c3ccc(-c4cccnc4)cc3)[C@@H]2C1	0.8
C[C@H](CO)N1C[C@H](C)[C@H](CN(C)C(=O)c2ccc3c(c2)OCO3)Oc2ncc(C#Cc3ccccc3F)cc2C1=O	0.3
O=C(C[C@H]1C[C@@H]2c3cc(NC(=O)CC4CC4)ccc3O[C@@H]2[C@@H](CO)O1)NCc1ccc(Cl)cc1	-6.7
O=C(C[C@@H]1CC[C@@H]2[C@H](COC[C@@H](O)CN2C(=O)Nc2cccc(Cl)c2)O1)N1CCCCC1	0.8
CC=Cc1ccc2n(c1=O)C[C@@H]1[C@@H](CO)[C@H](C(=O)N(C)C)N(C(=O)CC3CC3)[C@H]21 (mixture of isomers)	-0.1
C[C@H]1CN([C@@H](C)CO)C(=O)c2cc(-c3ccncc3)cnc2O[C@@H]1CN(C)C(=O)Cc1ccccn1	-1.9
COc1cccc(S(=O)(=O)Nc2ccc3c(c2)[C@H]2C[C@H](CC(=O)NCC(F)(F)F)O[C@H](CO)[C@H]2O3)c1	-0.3
Cc1noc(C)c1S(=O)(=O)N(C)C[C@@H]1OCCCC[C@@H](C)Oc2ccc(NS(C)(=O)=O)cc2C(=O)N([C@@H](C)CO)C[C@@H]1C	-3.2
C[C@H](O)C#Cc1cnc2c(c1)C(=O)N([C@@H](C)CO)C[C@@H](C)[C@@H](CN(C)Cc1ccccn1)O2	-0.9
C[C@@H]1CCCCO[C@H](CN(C)C(=O)Cc2ccccc2)[C@H](C)CN([C@@H](C)CO)C(=O)c2cc(NC(=O)c3ccccc3)ccc2O1	1.1
CCCC(=O)Nc1ccc2c(c1)OC[C@@H](C)N(Cc1cc(-c3ccccc3)on1)C[C@@H](C)[C@H](OC)CN(C)C2=O	-2.9
C[C@H]1CN([C@@H](C)CO)C(=O)c2cccc(NC(=O)NC3CCCCC3)c2O[C@H]1CN(C)C(=O)Nc1ccccc1	0.2
C[C@@H]1CCCCO[C@H](CN(C)C(=O)c2ccncc2)[C@H](C)CN([C@@H](C)CO)C(=O)c2cc(NS(C)(=O)=O)ccc2O1	0.2
C[C@@H]1CN([C@@H](C)CO)C(=O)c2c(c3ccccc3n2C)-c2ccccc2CO[C@@H]1CN(C)CC1CC1	-19
CCO[C@H]1OC(C(=O)N2CCOCC2)=C[C@@H](C2CCCCC2)[C@@H]1CCCO	0.3
COc1ccc(-c2ccc([C@H]3[C@@H](CO)N4CCCCN(C(=O)NC(C)C)C[C@@H]34)cc2)cc1	0.7
CCC(=O)N1[C@@H]2Cn3c(ccc(-c4cccnc4)c3=O)[C@H]1[C@@H](C(=O)NC1CCC1)[C@@H]2CO	-0.2
COc1ccc(CN(C)C[C@@H]2Oc3ccc(NS(=O)(=O)c4cccs4)cc3CC(=O)N([C@H](C)CO)C[C@H]2C)cc1	0.6
CN(C)CCCNC(=O)C[C@@H]1CC[C@H]2[C@@H](COC[C@H](O)CN2CC2CCCC2)O1	0.0
CO[C@@H]1CN(C)C(=O)c2ccc(NC(=O)Nc3ccccc3)cc2OC[C@H](C)NC[C@H]1C	0.0
N#C[C@H]1[C@@H](c2ccc(-c3ccccc3F)cc2)[C@H](CO)N1C(=O)C1CC1	-0.5
C[C@H](CO)N1C[C@H](C)[C@H](CN(C)C(=O)Nc2cccc3ccccc23)Oc2ccc(NC(=O)CCN3CCOCC3)cc2CC1=O	-0.3
COc1ccc(NC(=O)Nc2ccc3c(c2)C(=O)N([C@H](C)CO)C[C@H](C)[C@H](CN(C)S(=O)(=O)c2cccs2)OCCCC[C@@H](C)O3)cc1	0.1

Next part:
SMILES	TcdB GH inh
CO[C@@H]1CN(C)C(=O)c2ccc(NC(=O)C3CC3)cc2OC[C@H](C)N(Cc2cccnc2)C[C@@H]1C	0.9
C[C@@H]1CN([C@@H](C)CO)C(=O)Cc2cc(NC(=O)Nc3ccc(F)cc3)ccc2O[C@H]1CN(C)CC1CC1	0.3
CN(C)C(=O)C[C@H]1C=C[C@H](NC(=O)C2CCC2)[C@@H](CO)O1	-1.1
C[C@H]1CCCCO[C@@H](CN(C)S(=O)(=O)c2cn(C)cn2)[C@@H](C)CN([C@@H](C)CO)C(=O)c2cc(NS(=O)(=O)c3ccc(Cl)cc3)ccc2O1	0.1
C[C@@H]1CN([C@H](C)CO)C(=O)c2cc(NS(=O)(=O)c3ccccc3)ccc2O[C@@H](C)CCCCO[C@@H]1CN(C)C	-0.6
O=S(=O)(c1ccc(F)cc1)N1CCCCN2[C@H](C1)[C@H](c1ccc(C#CC3CC3)cc1)[C@@H]2CO	-1.1
OC[C@@H]1[C@H]2c3ccccc3NC[C@H]2N1CC1CCOCC1	-1.0
C[C@H]1CN([C@@H](C)CO)C(=O)Cc2cc(NS(C)(=O)=O)ccc2O[C@H]1CN(C)Cc1ccc(Oc2ccccc2)cc1	0.6
C[C@H](CO)N1C[C@H](C)[C@@H](CN(C)C(=O)NC2CCCCC2)Oc2ccc(NC(=O)Nc3ccccc3)cc2CC1=O	-1.2
C[C@@H](NC(=O)C[C@H]1CC[C@H](NC(=O)Cc2ccccn2)[C@@H](CO)O1)c1ccccc1	0.3
Cc1ccc(S(=O)(=O)Nc2ccc3c(c2)C(=O)N([C@H](C)CO)C[C@H](C)[C@@H](CN(C)C(=O)NC2CCCCC2)OCCCC[C@H](C)O3)cc1	-0.4
C[C@H](CO)N1C[C@H](C)[C@@H](CN(C)Cc2ccc(-c3ccccc3)cc2)OCc2ccccc2-c2c(n(C)c3ccccc23)C1=O	0.4

Assay outcomes as filed in PubChem.

Some of the compounds tested, so the mix of outcomes need not match the whole.
